TRPC4 PAM = TRPC4 (mouse) allosteric potentiation | hit rate 0.42% among 310,000 | HEK293 TRPC4beta/mu-opioid, DAMGO EC20, Fluo-4 Ca2+ flux; hits give high values | AID 2227 | B-score at 10 µM | Q9QUQ5;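 active = B-score of calcium response area above 5 SD of library B-scores, with initial fluorescence ratio within 5 SD of library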;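 note: B-score of integrated fluorescence ratio over time as area under calcium response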
PolyA inhibitor = yeast polyadenylation inhibition; S. cerevisiae SKY197-pL101 polyadenylation reporter, beta-gal luminescence; efflux-impaired pdr1/pdr3 knockout yeast; score 100 = 6 SD above DMSO; hit rate 0.02% among 300,000; calls only at 12 µM;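 active = lowest replicate activity score at least 50, where 100 means six control SD above control mean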;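 note: yeast exposed to compound for 9 h at 30 °C; higher score means more reporter readthrough which indicates perturbed polyadenylation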
AI-2 QS mod = Vibrio harveyi AI-2 quorum sensing modulation | Vibrio harveyi JMH597 AI-2 luminescence/OD600 ratio, 9 h; hits give low values; strain lacks LuxN and CqsS sensors; 0 = neutral-control median | hit rate 0.4% among 300,000 | activity change, % at 7.5 µM; in the data active = activity change below about -75%, passing the limit was not always enough;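 note: luminescence divided by OD600 gain over 9 h not by final OD600 alone; inactives centre near 13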
MrgX1 antagonist = blocks BAM8-22 activation of human MrgX1 receptor. Q96LB2. MRGX1-HEK293 calcium flux, Fluo-4, BAM8-22 antagonism; hits give low values. B-score at 10 µM. hit rate 1.3% among 310,000. AID 588676;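 active = calcium-response B-score plate-corrected more than 3 library SD below zero, starting fluorescence within 5 deviations, no agonist response on first addition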;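 note: peak minus trough fluorescence over baseline after final BAM8-22 challenge near maximal dose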
Target sequence (Q96LB2 whole entry, looked up): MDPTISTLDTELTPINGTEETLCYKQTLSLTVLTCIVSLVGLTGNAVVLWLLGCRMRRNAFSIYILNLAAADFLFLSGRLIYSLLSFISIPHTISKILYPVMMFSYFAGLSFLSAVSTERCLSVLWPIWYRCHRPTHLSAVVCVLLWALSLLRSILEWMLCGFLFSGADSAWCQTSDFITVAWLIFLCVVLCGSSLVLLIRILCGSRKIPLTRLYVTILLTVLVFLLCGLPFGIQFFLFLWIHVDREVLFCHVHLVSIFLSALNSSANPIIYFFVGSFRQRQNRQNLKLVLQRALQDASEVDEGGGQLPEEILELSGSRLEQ
TRPC6 act = activators of mouse TRPC6 channel; AID 2550; hit rate 0.13% among 310,000; HEK293-TRPC6 membrane potential dye fluorescence; hits give high values; B-score at 10 µM; Q61143;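 active = B-score of the integrated fluorescence ratio above library mean plus 3 SD, and starting fluorescence ratio within library mean plus 5 SD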;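 note: higher score means more depolarization so channel activation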
HIF act = HIF pathway transcriptional activation; U2OS HRE-luciferase reporter, luminescence; normalized: DMSO 0%, desferrioxamine 100%; activation, % at 7.5 µM (by protocol); hit rate 0.32% among 300,000; AID 1910;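 active = mean activation of at least 10% of the iron chelator positive control signal, with at least half of replicates also reaching 10%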
TRPC4 act = TRPC4 (mouse) channel activation; HEK293 TRPC4beta/mu-opioid, Fluo4 calcium fluorescence; hits give high values; B-score at 10 µM; hit rate 0.49% among 310,000; AID 2237;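 active = B-score above 5 SD of library B-scores, and initial fluorescence ratio not above library mean plus 5 SD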;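 note: positive B-score marks a calcium rise read as TRPC4 activation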
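Incubation: 45 min room-temperature Fluo4 loading, 110 s read / System: HEK293 cells stably co-expressing mouse TRPC4beta and mu-opioid receptor / Signal: Fluo4 fluorescence, kinetic / Control set: buffer (low) and maximal DAMGO (high) / Measure: integrated baseline-normalised fluorescence ratio, converted to per-well B score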
TRPC6 inh = blocks the mouse TRPC6 cation channel | B-score at 10 µM | hit rate 1.1% among 310,000 | HEK293-TRPC6, membrane potential dye, ACh-evoked depolarization; hits give low values;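 active = B-score under library mean minus 3 SD, initial fluorescence not abnormally high, positive integrated signal ratio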;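 note: B-score derived from integrated fluorescence ratio over the kinetic read; more negative B-score means stronger inhibition of depolarization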
MrgX1 agonist = activates human MrgX1 receptor signaling; Q96LB2; MrgX1-HEK293 cells, Fluo-4 calcium fluorescence, agonist mode; hits give high values; B-score at 10 µM; hit rate 0.44% among 310,000; AID 588627;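 active = calcium response B-score plate-corrected fluorescence ratio at least 3 library SD, with starting fluorescence B-score inside 5 SD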
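Test system: Stable human MrgX1 HEK293 cell line | Schedule: Overnight plating before 1 h dye loading | Read-out basis: Baseline-normalised fluorescence change ratio, B-scored | Detection: Kinetic calcium dye fluorescence, Fluo-4 NW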
MrgX1 PAM = human MrgX1 positive allosteric modulation, primary screen; B-score at 10 µM; MrgX1-HEK293, Fluo-4 calcium flux, FDSS; hits give high values; hit rate 0.63% among 310,000; Q96LB2;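 active = plate-corrected calcium response at least 3 library SD above typical, normal starting fluorescence, not activating the receptor alone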;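 note: compound read alongside a low EC10 to EC30 dose of BAM8-22 agonist; peak minus trough fluorescence over baseline measured at the second addition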
TRPC4 block = blocks the mouse TRPC4 cation channel; Q9QUQ5; hit rate 0.39% among 300,000; B-score at 10 µM; HEK293 TRPC4beta/mu-opioid, DAMGO-evoked Fluo4 calcium flux; hits give low values;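 active = B-score over 3 SD under the library average, no early fluorescence shift, positive overall ratio signal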
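material = TRPC4beta/mu-opioid receptor HEK293 cell line | probe or stimulus = sequential submaximal and maximal DAMGO stimulation | compound dosing = one concentration per compound | measured by = Fluo4 Ca2+ flux fluorescence | evaluation = integrated fluorescence ratio relative to baseline, converted to per-well B score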
* marks the source's active call; other numbers are inactive results; i = inactive; · = not tested or not shown.

Molecule,TRPC4 PAM,PolyA inhibitor,AI-2 QS mod,MrgX1 antagonist,TRPC6 act,HIF act,TRPC4 act,TRPC6 inh,MrgX1 agonist,MrgX1 PAM,TRPC4 block
COc1cc(NC(=O)CCS(=O)(=O)c2ccc3c(c2)n(C)c(=O)c(=O)n3C)cc(OC)c1,i,i,29,i,i,-0.1,i,i,i,i,i
O=C(COc1ccc(F)cc1Cl)Nc1ccc(N2CCOCC2)cc1N1CCOCC1,i,i,13,i,i,-2.2,i,i,i,i,i
CCCCOc1ccc(C(=O)N/C(=C/C=C/c2ccccc2)C(=O)O)cc1,i,i,30,i,i,-0.1,i,i,i,i,i
Cc1ccc(N(C)S(=O)(=O)c2ccc(-c3cc(C)no3)s2)cc1,i,i,25,i,i,9.7*,i,i,i,i,i
CCOC(=O)CSc1nc(N2CCOCC2)c2c(c1C#N)CC(C(C)C)OC2 (stereo unspecified),i,i,12,i,i,-0.2,i,i,i,i,i
O=S(=O)(Nc1cccc(-c2ccc(N3CCCCCC3)nn2)c1)c1ccccc1F,i,i,7,i,i,2.3,i,i,i,i,i
O=C(Nc1ccccc1)c1cc(S(=O)(=O)Nc2cccnc2)ccc1Cl,i,i,48,i,i,-0.1,i,i,i,i,i
COc1cc(NC(=O)C2=C(C)OCCS2)c(Cl)cc1C(=O)NCCN1CCN(C)CC1,i,i,16,i,i,-0.5,i,i,i,i,i
CCOC(=O)NC(=O)CSc1nc2ccccc2[nH]1,i,i,11,i,i,-0.5,i,i,i,i,i
CC(Oc1ccccc1)c1ccnc2nc(/N=C/N(C)C)nn12 (stereo unspecified),i,i,18,i,i,-0.1,i,i,i,i,i
COc1ccc(NC(=O)CCCNS(=O)(=O)c2cccs2)cc1,i,i,10,i,i,-1.1,i,i,i,i,i
Cc1ccc(C(=O)NCCn2ccc3ccccc32)cc1[N+](=O)[O-],i,i,28,i,i,2.1,i,i,i,i,i
Cc1ccc2c(c1)c(N=O)c(O)n2Cc1ccc(Cl)cc1,i,i,60,i,i,0.0,i,i,i,i,i
CCN(CC)C(=O)Cn1ccc(NC(C)=O)nc1=O,i,i,20,i,i,-1.1,i,i,i,i,i
Cc1[nH]c2ccccc2c1/C=N/Nc1nncn1N,i,i,16,i,i,·,i,i,i,i,i
CCc1nc(CNC(=O)C2CCC(=O)N(CCc3cccc(F)c3)C2)no1 (stereo unspecified),i,i,26,i,i,0.0,i,i,i,i,i
N#Cc1nc(Cc2cccc3ccccc23)oc1N1CCN(c2ccccc2)CC1,i,i,9,i,i,0.2,i,i,i,i,i
Cc1cc(C)c2cc(C#N)c(N3CCCN(C(=O)c4cnccn4)CC3)nc2c1,i,i,1,i,i,0.1,i,i,i,i,i
O=C(Nc1cccc(S(=O)(=O)N2CCCC2)c1)c1ccc2c(=O)n3c(nc2c1)CCCCC3,i,i,0,i,i,-0.6,i,i,i,i,i
O=c1cc(N2CCC3(CC2)OCCO3)[nH]c(=O)n1-c1ccc(Cl)cc1,i,i,8,i,i,-0.1,i,i,i,i,i
Cc1cc(OCc2cc(C(=O)N3CCN(CC4CC4)CC3)no2)cc(C)c1Cl,i,i,-1,i,i,0.3,i,i,i,i,i
O=C(COC(=O)C(O)c1ccccc1)NC12CC3CC(CC(C3)C1)C2 (stereo unspecified),i,i,12,i,i,0.0,i,i,i,i,i
COc1ccccc1OC(=O)CCc1nc2ccccc2s1,i,i,-6,i,i,0.1,i,i,i,i,i
CSc1nc(O)cc(=O)n1-c1ccc(F)cc1,i,i,-2,i,i,-0.6,i,i,i,i,i
COCCn1c(N)c(Sc2ccccc2[N+](=O)[O-])c(=O)[nH]c1=O,i,i,11,i,i,-0.8,i,i,i,i,i
COc1cc(C2C(C(=O)c3cc4ccccc4o3)=C(O)C(=O)N2c2cc(C)on2)cc(OC)c1OC (stereo unspecified),i,i,1,i,i,0.1,i,i,i,i,i
O=C(NCCOc1ccccc1)C1CCC(=O)N(CCCN2CCCC2=O)C1 (stereo unspecified),i,i,12,i,i,-0.3,i,i,i,i,i
CCCn1c2ccccc2c2cnn(CC(=O)N(CC)CC)c(=O)c21,i,i,38,i,i,-24,i,i,i,i,i
O=[N+]([O-])c1ccc(OCCCCN2CCc3ccccc3C2)cc1,i,i,49,i,i,-2.1,i,-8.4*,i,i,i
O=C(c1cc2nc(-c3ccccc3)cc(C(F)(F)F)n2n1)N1CCN2CCCC2C1 (stereo unspecified),i,i,4,i,i,0.4,i,i,i,i,i
O=C(CCNC(=O)c1ccccc1Cl)Nc1cc(C(F)(F)F)ccc1Cl,i,i,21,i,i,-0.9,i,i,i,i,i
CCOC(=O)C1CCCN(C(=O)c2cc3cc(OC)c(OC)cc3[nH]2)C1 (stereo unspecified),i,i,15,i,i,1.3,i,i,i,i,i
COC(=O)Nc1ccc(S(=O)(=O)N(CCO)CCO)cc1,i,i,8,i,i,-0.5,i,i,i,i,i
Cc1nc(NC(=O)c2ccc3c(c2)OCO3)ccc1Br,i,i,11,i,i,2.4,i,i,i,i,i
Cc1cc(NC(=O)c2ccc3nc(C)sc3c2)no1,i,i,21,i,i,1.8,i,i,i,i,i
CCOC(=O)c1cnc2ccccc2c1Nc1cccc(C(=O)O)c1,i,i,41,i,i,0.2,i,i,i,i,i
O=C(N/N=C/c1cccs1)c1cccc(NC(=O)c2ccc(Cl)cc2)c1,i,i,11,i,i,-0.4,i,i,i,i,i
Cc1noc(C)c1CSCC(=O)NC1=NCCS1,i,i,15,i,i,-0.7,i,i,i,i,i
Cc1ccc(S(=O)(=O)NC(=O)NCc2ccc(Cl)cc2)cc1,i,i,37,i,i,-4.9,i,i,i,i,i
O=C(O)CCC(=O)NN1C(=O)c2ccccc2NC1c1ccc(F)cc1 (stereo unspecified),11*,i,19,i,i,-0.1,i,i,i,i,i
Cc1c(C)c2c(OCC(=O)Nc3ccc(CCO)cc3)cc3c(c2oc1=O)CCC(C)(C)O3,i,i,24,-6.2*,i,0.2,i,i,i,i,i
O=C(Cn1c(=O)oc2cc(S(=O)(=O)N3CCCC3)ccc21)Nc1cccc(C(F)(F)F)c1,i,i,27,i,i,-0.1,i,i,i,i,i
COc1ccccc1C(=O)N/C(=C\c1cn(S(=O)(=O)N(C)C)c2ccccc12)C(=O)NCCCN1CCOCC1,i,i,-9,i,i,-0.6,i,i,i,i,i
CC(=O)N/N=C/c1cc2c(cc1[N+](=O)[O-])OCO2,i,i,11,i,i,-0.6,i,i,i,i,i
O=C(c1cc2cc([N+](=O)[O-])ccc2oc1=O)N1CCN(C2CCCCC2)CC1,i,i,27,i,i,0.0,i,i,i,i,i
CCc1ccc(N2C(=O)Nc3ccccc3C2(O)C(=O)N2CCN(c3ccccn3)CC2)cc1 (stereo unspecified),i,i,4,i,i,0.3,i,i,i,i,i
Cc1cc(CNC(=O)CC2C(=O)NCCN2Cc2ccccc2C(F)(F)F)on1 (stereo unspecified),i,i,-1,i,i,-0.2,i,i,i,i,i
Cc1cc2c(c(SCC(=O)NCc3ccc(Cl)cc3)n1)C(=O)OC2,i,i,25,i,i,-1.0,i,i,i,i,i
O=C(Nc1ccc(S(=O)(=O)N2CCOCC2)cc1)c1ccc([N+](=O)[O-])o1,i,i,14,i,i,1.1,i,i,i,i,i
CC(C)(C)n1nc2c(c1NC(=O)Cc1ccc(F)cc1)CSC2,i,i,31,i,i,-0.3,i,i,i,i,i

(further entries)
Molecule,TRPC4 PAM,PolyA inhibitor,AI-2 QS mod,MrgX1 antagonist,TRPC6 act,HIF act,TRPC4 act,TRPC6 inh,MrgX1 agonist,MrgX1 PAM,TRPC4 block
COC(=O)c1ccc([N+](=O)[O-])cc1N1C(=O)C2C3CCC(C3)C2C1=O (stereo unspecified),i,i,0,i,i,-0.2,i,i,i,i,i
COC(=O)C1Sc2[nH]c(=O)sc2C(c2ccc(Cl)cc2)C1C(=O)OC (stereo unspecified),i,i,7,i,i,0.2,i,i,i,i,i
S=c1[nH]cnc2scc(-c3ccc(Cl)cc3)c12,i,i,-6,i,i,-0.1,i,i,i,i,i
CNc1nc2cc([N+](=O)[O-])c([N+](=O)[O-])cc2nc1NC,i,i,28,i,i,0.1,i,i,i,i,i
COc1cccc(N2C(=O)CC(N3CCN(C(=O)c4ccco4)CC3)C2=O)c1 (stereo unspecified),i,i,16,i,i,-1.4,i,i,i,i,i
COc1cccc(NC(=O)C2CCCN(c3ncnc4c3nc3n4CCCCC3)C2)c1 (stereo unspecified),i,i,10,i,i,0.1,i,i,i,i,i
COc1ccc(C(=O)NCC2(c3ccccc3)CCCC2)c(OC)c1,i,i,10,-10*,i,-1.7,i,i,i,10*,i
CCOc1ncccc1C(=O)N(C)CC(=O)Nc1ccccc1SC,i,i,18,i,i,-0.7,i,i,i,i,i
Cc1ccn(CCC(=O)N2c3ccccc3CC2C)n1 (stereo unspecified),i,i,6,i,i,0.2,i,i,i,i,i
O=C(c1ccc2[nH]ccc2c1)N1CCCC(Nc2ccccc2)C1 (stereo unspecified),i,i,17,i,i,0.0,i,i,i,i,i
CCC1=NN(C(=O)c2ccc([N+](=O)[O-])cc2)C(O)(c2ccccc2)C1 (stereo unspecified),i,i,1,i,i,-0.9,i,i,i,14*,i
O=S(=O)(NCC1CCN(c2ccc(S(=O)(=O)N3CCOCC3)cc2)CC1)c1ccc(F)cc1,i,i,15,i,i,-0.3,i,i,i,i,i
CC1=NOC(=O)/C1=C\c1ccc(-c2ccc(Br)cc2C(=O)O)o1,i,i,50,i,i,-0.1,i,i,i,i,i
C=CCSc1n[nH]c(-c2ccc(OCCC)cc2)n1,i,i,17,i,i,2.3,i,i,i,i,i

Source: PubChem BioAssay (several laboratories)

These rows are one share of the data (hit frequency here may not be typical).
